High-throughput results: PubChem, The Scripps Research Institute Molecular Screening Center
TEAD-YAP inh – TEAD-YAP interaction inhibition; AID 1259422; HEK-TIYL cells, TEAD-Gal4/YAP UAS-luciferase luminescence; 1.4% of 640,000 active; inhibition, % at 9.12 µM; in the data active = inhibition above about 32%;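 note: 0% = median of test compound wells and 100% = reference inhibitor wells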
FBW7 activator – human FBW7 E3 ligase activation, primary screen. normalized activity (activation), % at 26.1 µM. 0.13% of 650,000 active. Q969H0. AlphaScreen FBW7–phospho-cyclin E peptide binding, activator screen; in the data active = normalized activity above about 1.9%;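 note: purified mutant Fbw7 with reduced substrate affinity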
GPR151 ag – activators of human GPR151; PathHunter beta-arrestin GPR151 cells, luminescence; activation, % at 11.2 µM; 1% of 650,000 active; AID 1508602; in the data active = activation above about 4.9%;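 note: 0% = median of compound wells and 100% = cells with positive control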
Target sequence (Q8TDV0 whole entry, looked up): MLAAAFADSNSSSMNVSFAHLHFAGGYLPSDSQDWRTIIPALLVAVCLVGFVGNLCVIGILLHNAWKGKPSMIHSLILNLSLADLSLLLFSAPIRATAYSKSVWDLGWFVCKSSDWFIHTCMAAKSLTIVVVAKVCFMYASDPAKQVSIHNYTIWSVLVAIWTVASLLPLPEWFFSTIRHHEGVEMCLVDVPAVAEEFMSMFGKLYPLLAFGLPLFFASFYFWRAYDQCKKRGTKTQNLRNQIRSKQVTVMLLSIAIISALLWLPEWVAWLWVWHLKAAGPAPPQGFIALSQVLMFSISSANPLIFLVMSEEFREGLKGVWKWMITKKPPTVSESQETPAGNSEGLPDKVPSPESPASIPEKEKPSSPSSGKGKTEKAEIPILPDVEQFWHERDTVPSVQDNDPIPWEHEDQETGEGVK
MITF inh – blocks human microphthalmia-associated transcription factor. O75030. AlphaScreen MITF homodimerization, bead proximity signal. inhibition, % at 2.6 µM. 0.91% of 650,000 active. AID 1259374; in the data active = inhibition above about 50%;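 note: 0% = vehicle wells with protein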
Target sequence (O75030 whole entry, looked up): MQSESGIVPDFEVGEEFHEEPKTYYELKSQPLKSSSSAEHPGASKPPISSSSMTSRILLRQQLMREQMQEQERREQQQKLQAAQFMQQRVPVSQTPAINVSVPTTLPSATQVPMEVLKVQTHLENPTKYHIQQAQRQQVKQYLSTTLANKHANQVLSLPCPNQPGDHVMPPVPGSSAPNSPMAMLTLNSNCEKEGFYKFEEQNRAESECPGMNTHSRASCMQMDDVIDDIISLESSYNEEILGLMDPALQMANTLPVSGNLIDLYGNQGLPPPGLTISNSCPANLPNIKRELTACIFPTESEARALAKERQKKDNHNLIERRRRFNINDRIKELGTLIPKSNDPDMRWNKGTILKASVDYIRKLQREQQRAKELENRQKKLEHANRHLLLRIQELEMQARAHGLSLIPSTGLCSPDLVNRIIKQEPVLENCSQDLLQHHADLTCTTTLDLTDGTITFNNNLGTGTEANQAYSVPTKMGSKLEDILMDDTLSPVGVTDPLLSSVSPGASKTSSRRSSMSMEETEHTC
Numbers without * were called inactive; . = no result given; & = joins results of further samples.

SMILES	TEAD-YAP inh	FBW7 activator	GPR151 ag	MITF inh
CCN(CC)Cc1c(C(=O)N/N=C/c2cccc([N+](=O)[O-])c2)nnn1-c1nonc1N	-10	0.1	9.9*	-11
C=CCNC(=S)Nc1sc2c(c1C(=O)OCC)CCC(C)C2 (configuration not stated)	-5	-0.1	0.7	-16
CN(CC(O)COc1ccc(S(=O)(=O)N2CCOCC2)cc1Cl)C1CCCCC1 (configuration not stated)	4	0.2	-1.5	6
CCNC(=O)c1ccccc1CCc1ccccc1	2	0.0	-2.5	20
O=C1CCCN1CCCNc1cc(Nc2ccc(N3CCOCC3)cc2)ncn1	-3&8	-0.1&0.0	-1.9&2.1	11&4
COc1ccc(CCNc2nc(-c3ccc(OC)nc3)nc3c2ncn3-c2ccccc2)cc1	-3	0.0	-1.2	0
CCN1C(=O)/C(=C\c2cc(C)n(-c3cccc(C)c3)c2C)C(C(=O)OC)=C1C	-22	0.0	-0.2	18
Cc1cc(C)cc(OCC(=O)N2N=C(C(C)C)CC2(O)C(F)(F)F)c1 (configuration not stated)	-4	-0.1	-0.1	3
Cc1ccc(C(C(=O)NC2CCCC2)N(CC2CCCO2)C(=O)c2csnn2)cc1 (configuration not stated)	-2	0.3	0.3	13
Nc1ccc(-c2cn(Cc3ccccc3)cn2)cc1	17	-0.5	0.3	8
COCCn1c(=NC(=O)c2cc(C)on2)sc2cc(F)ccc21	-6	-0.1	1.4	3
O=C1N[C@H](Cc2ccc(O)cc2)C(=O)N2CCN(Cc3cnn(-c4ccccc4Cl)c3)C[C@H]12	-1	-0.2	-0.7	-11
COc1ccc(Cl)cc1NC(=O)c1ccc(Cl)c([N+](=O)[O-])c1	-3	0.0	-1.8	10
O=C(N1CCC2(CC1)CC(O)(c1nccs1)CO2)C1(c2ccc(Cl)cc2)CC1 (configuration not stated)	2	0.0	-0.1	2
N#Cc1c(-n2ncnc2-c2ccc(Cl)cc2Cl)sc2c1CCCCC2	-5	0.0	0.0	-13
COc1cccc(NC(=O)CN2CCC3(CC2)Nc2ccccc2-n2cccc23)c1	-8	-0.1	0.0	-6
COc1ccc(Cl)cc1Nc1nc(-c2ccc(O)c(O)c2)cs1	-23	-0.2	-0.6	-5
O=C1C(Cl)=C(NCc2ccco2)C(=O)N1c1cccc(Cl)c1Cl	21	0.3	4.6	13
Cc1ccc(S(=O)(=O)NC(CC(=O)NCC2CCCO2)c2ccco2)cc1 (configuration not stated)	-3	0.2	-0.2	19
NC(=O)C1CCN(C(=O)c2ccc3c(=O)n(Cc4ccc(Cl)cc4)c(=S)[nH]c3c2)CC1	3	-0.1	-0.5	5

Among those listed so far, these have an aryl methoxy group.
SMILES	TEAD-YAP inh	FBW7 activator	GPR151 ag	MITF inh
COc1ccc(CCNc2nc(-c3ccc(OC)nc3)nc3c2ncn3-c2ccccc2)cc1	-3	0.0	-1.2	0
COc1ccc(Cl)cc1NC(=O)c1ccc(Cl)c([N+](=O)[O-])c1	-3	0.0	-1.8	10
COc1cccc(NC(=O)CN2CCC3(CC2)Nc2ccccc2-n2cccc23)c1	-8	-0.1	0.0	-6
COc1ccc(Cl)cc1Nc1nc(-c2ccc(O)c(O)c2)cs1	-23	-0.2	-0.6	-5

Further entries.
SMILES	TEAD-YAP inh	FBW7 activator	GPR151 ag	MITF inh
COc1cccc(NC(=O)N2CCCC2C(=O)Nc2ccc(NC(C)=O)cc2)c1 (configuration not stated)	1	0.0	-0.2	3
O=C1CCCCC1OC(=O)C12CC3CC(CC(Cl)(C3)C1)C2 (configuration not stated)	-1	-0.1	0.4	0
CC(C)N1C(=O)C(O)(CC(=O)c2ccc(Br)cc2)c2ccccc21 (configuration not stated)	-1	-0.1	2.6	0
COc1ccccc1-n1cc(CNc2nncc(-c3ccc4c(c3)OCO4)n2)cn1	1	0.1	-0.7	4
COc1cc2ccccc2cc1C(=O)Nc1nc2ccc([N+](=O)[O-])cc2s1	2	-0.1	0.3	2
CN(C(=O)CN(Cc1ccc(Cl)cc1)S(=O)(=O)c1cccnc1)c1ccccc1	-7	0.6	0.8	2
COc1ccc(Br)cc1C1=N/C(=C\c2ccc(Br)cc2)C(=O)O1	4	-0.2	0.3	0
NC(N)=NC(N)=Nc1cccc(C(=O)O)c1	-1	0.7	-0.4	-1
O=C1c2ccccc2C(=O)N1CSc1nc2ccccc2[nH]1	2	0.2	0.9	4
Cc1ccccc1CN[C@H]1C[C@H]2C(=O)N[C@H]([C@H](C)O)C(=O)N2C1	10	0.7	-0.3	14
COc1ccccc1NC(=O)CSc1nc2ccc(NC(=O)CSc3nncn3C)cc2s1	4	0.0	-0.8	-4
O=C(CCN1C(=O)c2cccc3cccc(c23)C1=O)N1CCc2ccccc2C1	0	-0.3	0.4	-4
NC(=O)c1cc(-c2ccccc2)sc1N	-15	0.5	-0.3	10
CC(C)=NNC(=O)Cc1cn2ccsc2n1	-6	-0.7	3.3	-3
CCCCOC(=O)COc1ccc2c(=O)c(Oc3ccc(OC)cc3)coc2c1	-9	-0.3	-0.6	-1
Cc1ccc(CNC(=O)C(=O)NCC(c2ccco2)S(=O)(=O)c2cccs2)cc1 (configuration not stated)	8	1.4	-0.7	11
COc1ccc(C(=O)OCC(=O)NC(C)(C)C)cc1[N+](=O)[O-]	-5	-0.1	1.8	6
O=C(CN1C(=O)c2cccc3cccc(c23)C1=O)NCC(O)c1ccccc1 (configuration not stated)	-2	-0.1	-0.5	8
CCOC(=O)C1=C(C)N=C2SCC(=O)N2C1c1ccc(Br)cc1 (configuration not stated)	-3	0.0	0.8	12
O=C(c1ccc(Cl)c(Cl)c1)N1CCN(c2ccc([N+](=O)[O-])cc2)CC1	1	-0.2	2.2	13

Retrieved by compound from the entries so far (2):
SMILES	TEAD-YAP inh	FBW7 activator	GPR151 ag	MITF inh
CC(C)=NNC(=O)Cc1cn2ccsc2n1	-6	-0.7	3.3	-3
COc1cc2ccccc2cc1C(=O)Nc1nc2ccc([N+](=O)[O-])cc2s1	2	-0.1	0.3	2

(cont.)
SMILES	TEAD-YAP inh	FBW7 activator	GPR151 ag	MITF inh
CC(C)(C)CN1CCN(Cc2c[nH]c3ccccc23)CC1CCO (configuration not stated)	6	0.1	0.7	-1
CC(C)(C)NC(=O)C(c1ccccn1)N(C(=O)c1csnn1)c1ccccc1F (configuration not stated)	-3	0.1	-0.2	13
CC1=C(C(=O)OC2CCCCCCC2)C(c2cccc(Oc3ccccc3)c2)NC(=O)N1 (configuration not stated)	5	0.2	-0.7	7
Cc1ccc2cc(CN(CCCN(C)C)C(=O)Nc3ccccc3)c(=O)[nH]c2c1	-7	-0.1	-0.1	2
CN(C)c1cccc(-c2cnc(N3CCN(C(=O)c4ccco4)CC3)c3nccn23)c1	-11	0.4	1.0	36
O=C(NCC1COc2ccccc2O1)C(=O)NC1CCCCC1 (configuration not stated)	-9	0.0	2.0	-4
Cc1c(C(c2cccc([N+](=O)[O-])c2O)c2c(C)n(C)n(-c3ccccc3)c2=O)c(=O)n(-c2ccccc2)n1C	11	0.6	-0.6	12
O=C(O)CCCNC(=O)c1cccc([N+](=O)[O-])c1	12	0.0	0.7	-3
O=C(CSc1nc2sc3c(c2c(=O)n1C1CCCCC1)CCCC3)c1ccc(Cl)cc1	0	0.5	-0.9	-17
CCOc1cccc(/C=C2\NC(=O)N(Cc3ccc(Cl)cc3)C2=O)c1O	-16	-0.1	-0.4	-5
Cc1cc(N2CCOCC2)nc(NCc2ccccc2)n1	7	-0.1	0.9	13
COc1ccc(N(CC(=O)NC2CC2)S(=O)(=O)c2ccc(C)cc2)cc1	-6	0.1	2.4	-10
Cn1c(=NC(=O)C2COc3ccccc3O2)sc2cc([N+](=O)[O-])ccc21 (configuration not stated)	-3	1.1	0.1	17
CCCN(CC1CC1)C(=O)CSc1nnc(-c2cccs2)n1CC	-5	-0.1	2.4	-3
COc1cccc(CN2CCc3nnc(C(C)NC(=O)COc4ccccc4)n3CC2)c1 (configuration not stated)	2	1.5	-0.4	22
O=C(O)Cc1ccc(-c2ccccc2)cc1	.	0.1	-3.0	25
CC(=O)c1ccc([C@@H]2C=C[C@H](O)[C@@H](CO)O2)cc1	.	0.3	0.0	15
Cc1nn(-c2ccccc2)c(Cl)c1CO	-2	0.1	0.5	1
Cc1nn(CCO)c2ncc(C(=O)c3cc(Cl)ccc3O)cc12	2	0.0	-1.1	1
O=C(Cn1cnc2sc3c(c2c1=O)CCCC3)NCC(=O)N1CCN(c2ccccc2F)CC1	-1	0.0	4.9	-7

As entered above.
O=C(O)Cc1ccc(-c2ccccc2)cc1 – FBW7 activator = 0.1
Cc1nn(-c2ccccc2)c(Cl)c1CO – GPR151 ag = 0.5
O=C(Cn1cnc2sc3c(c2c1=O)CCCC3)NCC(=O)N1CCN(c2ccccc2F)CC1 – TEAD-YAP inh = -1
Cc1cc(N2CCOCC2)nc(NCc2ccccc2)n1 – TEAD-YAP inh = 7

The list goes on.
SMILES	TEAD-YAP inh	FBW7 activator	GPR151 ag	MITF inh
COc1ccc(-n2nnc3c(SC(C(C)=O)C(=O)N(C)C)ncnc32)cc1 (configuration not stated)	-1	-0.3	-0.4	-8
Cc1oc2cc(O)ccc2c(=O)c1-c1ccc2c(c1)OCCO2	-13	0.1	-0.7	10
CC(C)(C)OC(=O)N1CCCC(C(=O)Nc2ccc3[nH]ncc3c2)C1 (configuration not stated)	15	0.0	-0.7	-1
COc1ccc2nc(N3CCC(C(=O)NCCCOC(C)C)CC3)sc2c1	2	0.0	0.6	-17
c1ccc(-n2cnc3c(Nc4ccc5c(c4)OCO5)nc(Nc4ccncn4)nc32)cc1	-39	0.0	0.4	-3
COc1ccc2[nH]c3c(c2c1)CCOC31CCN(C(=O)Nc2ccc(C(C)=O)cc2)CC1	-36	0.0	-0.9	-4
O=C(Nc1nc2c(cc3c4c(cccc42)CC3)s1)c1ccc(S(=O)(=O)N2CCc3ccccc32)cc1	-4	0.7	0.0	3
Cc1ccc(OC(=O)Cn2c3ccccc3c(=O)c3ccccc32)cc1	5	0.0	1.5	-6
O=C(NCC(c1ccco1)N1CCc2ccccc2C1)NC1CCCCC1 (configuration not stated)	-3	0.0	-0.6	13
Cc1ccccc1CC1(CO)CCCN(S(=O)(=O)N(C)C)C1 (configuration not stated)	-4	0.2	-0.3	15
CSCCC(=O)N1CCC2(CC1)CC2C(=O)N1CCN(C/C=C/c2ccccc2)CC1 (configuration not stated)	4	0.3	-0.8	15
O=C1CC(c2ccccc2)CC2=C1C(c1cccs1)N(C(=O)Cc1ccccc1)c1ccccc1N2 (configuration not stated)	3	0.1	1.2	-2
CC(=O)c1cccc(-c2cnc3c(N4CCN(C)CC4)nccn23)c1	-13	-0.1	1.4	11
COc1cccc(Nc2nc(N)nc(C(F)(F)F)n2)c1	0	-0.2	-0.2	-4
COc1ccc(-c2nc(CS(=O)(=O)CC(=O)NCc3ccc(Cl)cc3)c(C)o2)cc1	-9	1.4	-1.0	11
O=C(c1cccc(F)c1)N1CCN(c2ccc([N+](=O)[O-])cc2C(F)(F)F)CC1	5	0.0	0.4	6
Cc1ccc2nc(-c3ccc(NC(=S)NC(=O)c4cccs4)cc3)oc2c1	-43	0.1	-0.8	3
COc1cc(/C=N/NC(=O)CNC(=O)c2cc(OC)c(OC)c(OC)c2)ccc1O	3	0.1	1.9	-1
c1ccc(OCCNc2nc(-c3cccs3)nc3c2ncn3-c2ccsc2)cc1	-1	0.1	1.3	12
O=C(Nc1ccc2oc(-c3ccc(Cl)cc3)nc2c1)c1ccccc1F	0	-0.1	-0.9	-4
Cc1ccc2cnn(CCCC(=O)NCCc3ccccc3)c2c1	-13	-0.1	0.7	10
CCOC1=C/C(=C/c2c(N)n3oc(C)cc3nc2=O)C=CC1=O	3	0.4	0.8	18
NNC(=O)c1ccc(CS(=O)(=O)c2ccccc2)o1	-19	-0.2	-0.1	-4
O=C1CCCN1CCn1cnc2c(NCCc3ccc(O)cc3)nc(NCc3cccnc3)nc21	4	0.0	-0.4	-3
CCOC(=O)N1CCC(NCc2c(C(=O)N3CCCC3)nc3sccn23)CC1	-5	0.1	-1.4	-8
CC(=O)N1CCN(c2ccc(NC(=O)c3ccc(C)cc3)cc2)CC1	-8	0.0	-0.3	3
CC1=C(C(=O)Nc2cc(C)ccn2)C(c2cc(C)sc2C)C2=C(CC(C)(C)CC2=O)N1 (configuration not stated)	14	-0.1	-0.9	-12
c1ccc(CN2CCC(Nc3nc(Nc4nccc5ccccc45)nc4nc[nH]c34)CC2)cc1	-2	-0.3	1.5	-24
COc1ccc(NC(=O)c2ccc(N3CC4CC(C3)c3cccc(=O)n3C4)c(NC(=O)Cc3c(F)cccc3Cl)c2)cc1Cl (configuration not stated)	-1	0.1	0.4	5
O=C(O)C1CC1C(=O)N1CCCC1c1nc(-c2ccc(Cl)cc2)c2ccccn12 (configuration not stated)	-3	-0.1	-0.4	-19
CCc1ccc(CN(C(=O)C2C(C=C(Cl)Cl)C2(C)C)C2CCS(=O)(=O)C2)cc1 (configuration not stated)	-13	-0.1	0.2	18
CN(C(=O)CCNS(=O)(=O)c1cc(Br)cnc1N)C1CCCCC1	-5	-0.1	-0.6	12
CCOC(=O)C1=CN(c2cc(C)ccc2C)C=C(C(=O)OCC)C1c1cc(OC)c(OC)c(OC)c1	11	0.2	-2.3	-2
Cc1ccc2c(c1)N(Cc1ccccc1F)C(=O)C(C)O2 (configuration not stated)	7	1.2	-0.4	5

Entries of single compounds, quoted from the list.
Shown for Cc1ccc2cnn(CCCC(=O)NCCc3ccccc3)c2c1 = TEAD-YAP inh = -13; FBW7 activator = -0.1; GPR151 ag = 0.7; MITF inh = 10
Shown for CC1=C(C(=O)Nc2cc(C)ccn2)C(c2cc(C)sc2C)C2=C(CC(C)(C)CC2=O)N1 (configuration not stated) = TEAD-YAP inh = 14; FBW7 activator = -0.1; GPR151 ag = -0.9; MITF inh = -12

An unsorted share of the library; overall some 3.4% were active at least once.
